Assay outcomes: PubChem, Broad Institute
BL2 CD40 inh – CD40 pathway inhibition in BL2 cells. BL2 NF-kB luciferase reporter, CD40L-induced, 4 h. 0.94% of 83,000 active. inhibition, % at 10 µM;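 active = mean inhibition of at least 50% with a set share of replicates also reaching that level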;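 note: 0% = neutral control wells and 100% = IKK inhibitor VII at 50 µM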
The depositor's hits bear a star; [ ] = dose if it differs, or a comment. A portion of the library; the hit share may differ from the screen's.

smiles	BL2 CD40 inh
O=C(Cc1ccc(-c2ccccc2)cc1)Nc1ncccc1O	-109
CN(C)c1ccc(C=C2C=CC=C2)cc1	-55
Cc1nc2cc(C(F)(F)F)ccc2n1C	7
CC(=O)Nc1cccc(-c2ccnc3c2CC(C)(C(=O)Nc2cccc(OC(F)(F)F)c2)O3)c1 (stereo not drawn)	13
COc1ccccc1-c1ccc2c(c1)O[C@H](CN(C)CC1CCOCC1)[C@@H](C)CN([C@H](C)CO)S2(=O)=O	9[25 µM]
OCCNCC(O)Cn1c2ccccc2c2ccccc21 (stereo not drawn)	5
COc1ccc(S(=O)(=O)N(C)C[C@@H]2OCc3ccccc3-c3ccccc3C(=O)N([C@H](C)CO)C[C@@H]2C)cc1	-5
CO[C@H]1CC[C@@H]2CCOc3ccc(C#N)cc3C(=O)N(C)C[C@H](c3ccccc3)CC(=O)N(C)C[C@H]1O2	-9[25 µM]
O=C1CCCN1Cc1ncnn1-c1ccccc1	-1
CCOc1ccc(-n2ccnc(SCC(=O)Nc3cccc(OC)c3)c2=O)cc1	3
CN(C)CCCNc1ncnc2c1cnn2-c1ccccc1	-34
CCCCCCNC(=O)Nc1ccccc1	-56
N#C[C@H]1[C@@H](c2ccc(C#CCC3CCCC3)cc2)[C@@H](CO)N1C(=O)c1ccccn1	42[25 µM]
CCn1cc(Br)c(C(=O)N2CCN(c3ccccc3)CC2)n1	-1
COc1ccccc1NC(=O)c1ccccc1C(=O)Nc1ccccc1OC	4

smiles	BL2 CD40 inh
Cc1cc(C)n2nc(C(=O)OCC(=O)NNC(=O)c3ccc(Cl)cc3)nc2n1	2
O=C1COc2ccc(S(=O)(=O)N3CCc4ccccc43)cc2N1	3
COc1cc(C(=O)COC(=O)c2ccco2)cc(OC)c1OC	-3
CCOc1ccc2[nH]cc(S(=O)(=O)c3ccc(Cl)cc3)c(=O)c2c1	17
CC1CCC2(CC1)NC(=O)N(CC(=O)NCc1ccc(F)cc1)C2=O (stereo not drawn)	4
O=C(COc1ccc(S(=O)(=O)N2CCCC2)cc1)N1CCN(c2ccccc2F)CC1	18
Cc1ccc(C(=O)NN=C2CCCCCC2)s1	-87
CCNC(=O)[C@H]1[C@H](CO)[C@H]2Cn3c(ccc(-c4cccc(OC)c4)c3=O)[C@H]2N1C(=O)NC(C)C	0[25 µM]
FC(F)(F)c1cnc(Sc2nnc(-c3cccs3)n2CC2CCCO2)c(Cl)c1 (stereo not drawn)	7
CO[C@H](CN(C)S(=O)(=O)c1cn(C)cn1)[C@H](C)CN(C(=O)Nc1ccc(C(F)(F)F)cc1)[C@H](C)CO	-15[25 µM]
CCCN(CCC)S(=O)(=O)c1ccc(Cl)c([N+](=O)[O-])c1	10
Cc1csc2nc(CNS(=O)(=O)c3cccnc3)cn12	4
CN(Cc1c(F)cccc1Cl)C(=O)c1ccc(NC(=O)CC2SC(N3CCCC3)=NC2=O)cc1 (stereo not drawn)	12
C[C@H]1CN([C@@H](C)CO)C(=O)CCCn2cc(nn2)CO[C@@H]1CN(C)C(=O)Nc1ccc(C(F)(F)F)cc1	-8
CCOC(=O)c1ccc(-n2cc(C(=O)c3cccnc3)nn2)cc1	-33

smiles	BL2 CD40 inh
Cc1cc([N+](=O)[O-])nn1CC(=O)NCCc1c[nH]c2ccccc12	14
CSc1ccccc1NC(=O)Nc1ccccc1	-51
Cc1noc(C)c1S(=O)(=O)Nc1ccc2c(c1)CC(=O)N([C@H](C)CO)C[C@@H](C)[C@@H](CN(C)Cc1ccc(Oc3ccccc3)cc1)O2	10[25 µM]
Cc1oc(-c2ccc(F)cc2)nc1CN1CCCC(C(=O)N2CCOCC2)C1 (stereo not drawn)	4
Cc1ccc(-c2nnc3c4ccccc4c(C)nn23)cc1S(=O)(=O)N1CCN(C)CC1	-66
CCc1noc(C)c1C(=O)N1CCN(S(=O)(=O)c2ccc(Cl)s2)CC1	-5
COc1ccc(OC)c(Cc2nnc(CCC(=O)NCc3nc4ccccc4s3)o2)c1	9
COCCNC(=O)COc1ccc(C)cc1C(=O)c1cc(C#N)c(=O)n(C2CC2)c1	14
COc1ccc(Nc2ccncc2[N+](=O)[O-])cc1	1
COC(=O)c1nn(-c2ccccc2)c(-c2ccccc2)c1C(=O)c1ccccc1	7
O=C(Nc1ccc(S(=O)(=O)N2CCCC2)cc1)C1CC(=O)N(c2ccccc2)C1 (stereo not drawn)	4
COC(=O)C(C)(N)Cc1ccc(O)cc1 (stereo not drawn)	4
Cc1ccc(NCc2nnc(SCC(=O)c3ccc4c(c3)OCCO4)o2)c(C)c1	35
COc1cc2c(cc1OC)CN(C(=O)C(C)(C)C)CC2	5
CCCNC(=O)c1ccc(SC)cc1OC	1

Grouped by structure: those above with a nitro group on carbon
smiles	BL2 CD40 inh
CCCN(CCC)S(=O)(=O)c1ccc(Cl)c([N+](=O)[O-])c1	10
Cc1cc([N+](=O)[O-])nn1CC(=O)NCCc1c[nH]c2ccccc12	14
COc1ccc(Nc2ccncc2[N+](=O)[O-])cc1	1

Next part.
smiles	BL2 CD40 inh
CC12CCC=CC1=C(C=O)C1C2CCC2(C)C(O)CCC12 (stereo not drawn)	7
CC(=O)Nc1nc(-c2ccc(-c3ccccc3)cc2)cs1	-40
CCc1nc(N)nc(N)c1-c1ccc(Cl)cc1	2
CN1[C@@H]2Cn3c(ccc(-c4ccncc4)c3=O)[C@H]1[C@@H](C(=O)N1CCC(Cc3ccccc3)CC1)[C@@H]2CO	-1[25 µM]
COc1ccccc1S(=O)(=O)N[C@H]1CC[C@@H](CCNC(=O)C2CCCC2)O[C@H]1CO	1
Cn1cc([C@@H]2C[C@H]3CN(C4CCCC4)C(=O)[C@]34CCCN24)c(-c2ccccc2)n1	7
CCCCNC(=O)c1cc2cc(CC)ccc2[nH]1	-38
COCc1cc(C)nc2sc(C(=O)OC)c(N)c12	5
CCCNC(=O)N1[C@H](CO)[C@H](c2ccccc2C2=CCCCC2)[C@@H]1C#N	18[25 µM]
O=C(O/N=C/C1=C(Cl)c2ccccc2CC1)c1ccc(F)cc1	-3
CC(=O)c1ccc(N2CCN(C(=O)C3CCN(C(=O)Nc4ccccc4)CC3)CC2)cc1	12
CC1(C)Cc2c(sc3nc(C4CCCCC4)n(N)c(=O)c23)CO1	-13
CCN(c1ccccc1)S(=O)(=O)c1cc(NC(=O)CN2CCN(C)CC2)ccc1Cl	11
CC(C)CC(=O)Nc1ccc(OCC(=O)O)cc1	6
COC(=O)c1[nH]c2ccccc2c1NC(=O)Oc1ccccc1	-9

smiles	BL2 CD40 inh
CCCC(=O)Nc1nc2ccc(OCC)cc2s1	-78
CN1CCN(C(=O)C[C@H]2CC[C@@H]3[C@@H](COc4ccc(NC(=O)C5CCOCC5)cc4C(=O)N3C)O2)CC1	1[25 µM]
CN(/N=C/c1cccnc1)C1=NS(=O)(=O)c2ccccc21	16
CC(=O)Nc1ccc(C(=O)Nc2cccc(-c3cnc4ccccc4n3)c2)cc1	-3
CC1CN(c2nnnn2-c2ccccc2)CC(C)O1 (stereo not drawn)	2
COc1cc2c(cc1OC)CN(C(=O)c1ccc(S(=O)(=O)N3CCCC3)cc1)CC2	7
COc1cc(C)ccc1OCc1cc(C(=O)N2CCN(C)C[C@@H]2c2ccccc2)no1	-70
COC(=O)c1c(NC(=O)COC(=O)C2CCC2)sc(C)c1C	-3
COC(=O)c1ccc(NC(=O)C2CCN(C(=O)Nc3ccccc3)CC2)cc1	-17
CC(=O)Nc1ccc(Cl)cc1C(=O)O	7
CC(C)(C(=O)N1CCC1(C)C(=O)NS(=O)(=O)c1cccc(F)c1)c1ccccc1 (stereo not drawn)	7
CS(=O)(=O)N1[C@H](C#N)[C@H](c2ccc(-c3ccccc3F)cc2)[C@@H]1CO	-12[25 µM]
c1ccc(N2CCN(Cc3cn4ccccc4n3)CC2)cc1	-4
O=C(CN1C(=O)NC2(CCCCC2)C1=O)Nc1ccc2c(c1)OCCCO2	-106
Cc1ccc(C2=CSC3=NS(=O)(=O)CCN23)cc1	7

smiles	BL2 CD40 inh
CC(C)CC(NC(=O)C(NC(=O)OC(C)(C)C)C(C)C)C(=O)NC(CCC(=O)OCc1ccccc1)C(N)=O (stereo not drawn)	2
Cc1cc(SCC(=O)OCC(=O)N(CCC#N)c2ccccc2)nc2ccccc12	2
COc1ccc(CCNC(=O)c2ccc(NC(=O)CC3SC(N4CCCCC4)=NC3=O)cc2)cc1 (stereo not drawn)	1
C/C=C/c1ccc(OC)c(OC(C)=O)c1	8
O=C(Cc1ccccc1)c1c[nH]c(C(=O)NCCCn2ccnc2)c1	10
NNC(=O)c1cc(-c2ccco2)[nH]n1	5
CCN(CCCNC(=O)CCNC(=O)Cn1cnc2ccccc2c1=O)c1cccc(C)c1	-2
O=C(COc1ccc([N+](=O)[O-])cc1)NCC(c1cccs1)N1CCOCC1 (stereo not drawn)	3
O=C(NC1CCCC1)[C@@H]1[C@@H](CO)[C@@H]2Cn3c(ccc(-c4cccnc4)c3=O)[C@@H]2N1CCc1ccccc1	15[25 µM]
COc1ccccc1Nc1ncc(-c2cccs2)s1	-70
O=C(NCCN1CCCC1)C(c1ccccc1)c1ccccc1	12
CC(C)CN(CC(C)C)c1nn[nH]n1	1
COc1ccc2ccccc2c1/C=N\NC(=O)c1cccnc1	2
CCCCn1c(N)c(N(CC(C)C)C(=O)CN2C(=O)NC3(CC(C)CC(C)(C)C3)C2=O)c(=O)[nH]c1=O (stereo not drawn)	10
c1cncc(-c2nc3ccccn3c2Nc2ccc3c(c2)OCCO3)c1	-41

7 compounds drawn at random from those above:
smiles	BL2 CD40 inh
c1cncc(-c2nc3ccccn3c2Nc2ccc3c(c2)OCCO3)c1	-41
CCCCn1c(N)c(N(CC(C)C)C(=O)CN2C(=O)NC3(CC(C)CC(C)(C)C3)C2=O)c(=O)[nH]c1=O (stereo not drawn)	10
NNC(=O)c1cc(-c2ccco2)[nH]n1	5
O=C(Cc1ccccc1)c1c[nH]c(C(=O)NCCCn2ccnc2)c1	10
O=C(COc1ccc([N+](=O)[O-])cc1)NCC(c1cccs1)N1CCOCC1 (stereo not drawn)	3
Cc1cc(SCC(=O)OCC(=O)N(CCC#N)c2ccccc2)nc2ccccc12	2
COc1ccccc1Nc1ncc(-c2cccs2)s1	-70

Continued.
smiles	BL2 CD40 inh
COc1ccc(N(Cc2ccccc2)C(=O)c2ccccc2[N+](=O)[O-])cc1	15
CCOc1ccc(C(N)=O)cc1OC	-3
CCN(CC)C(=O)c1cccc(NC(=O)c2ccccc2OCc2c(C)noc2C)c1	3
O=C(NCCCN1CCCC1=O)C1CCCO1 (stereo not drawn)	1
O=C(O)C1C2C=CC(C2)C1C(=O)NCc1cccs1 (stereo not drawn)	-2
Cc1cn2c(-c3ccncc3)nnc2s1	10
O=C(COc1ccccc1)NC1CCS(=O)(=O)C1 (stereo not drawn)	1
Cc1cccc(-n2ncc3c2CCCC3NC(=O)CCc2cccnc2)c1C (stereo not drawn)	11
COc1cc(/C=C/C(=O)OCC(=O)N2CCCc3ccccc32)ccc1OC(F)F	0
COc1ccc(C(CNC(=O)c2ccc3c(c2)OCCO3)N(C)C)cc1 (stereo not drawn)	-3
C[C@H](O)C#Cc1ccc([C@@H]2[C@H](CO)N3CCCCN(C(=O)c4ccc5c(c4)OCO5)C[C@@H]23)cc1	-2[25 µM]
COc1ccc(C2CC(c3ccccc3)n3nnnc3N2)cc1 (stereo not drawn)	3
CCN(CC)C(=O)C(C)N(C#N)c1nc(C)cc(C)n1 (stereo not drawn)	7
CN1[C@@H]2CCC[C@H]1CC(NC(=O)c1nn(C)c3ccccc13)C2 (stereo partly drawn)	-21
O=C(CSc1cccc2cccnc12)N/N=C/c1cccc(O)c1	12

The final three records of the part before come first, to join the parts.
smiles	BL2 CD40 inh
CCN(CC)C(=O)C(C)N(C#N)c1nc(C)cc(C)n1 (stereo not drawn)	7
CN1[C@@H]2CCC[C@H]1CC(NC(=O)c1nn(C)c3ccccc13)C2 (stereo partly drawn)	-21
O=C(CSc1cccc2cccnc12)N/N=C/c1cccc(O)c1	12
CCOC(=O)c1cc2cc(OCc3ccccc3)ccc2nc1C	2
COC(=O)C(C)Oc1ccc(=O)[nH]n1 (stereo not drawn)	3
Nc1c(-c2ccccc2)cnc2c(-c3ccccc3)cnn12	-59
CN1CCN(c2ncnc3c2ncn3[C@H]2CN(Cc3ccncc3)C[C@@H](CO)O2)CC1	6
Cc1nc(NS(=O)(=O)c2ccccc2)sc1NC(=O)Nc1ccccc1	7
O=C(Nc1ccccc1)N1C[C@@H]2[C@H](c3ccccc31)[C@@H](CO)N2C(=O)c1ccccc1F	-14
CC(=O)NC(Cc1cnc[nH]1)C(=O)O (stereo not drawn)	0
O=C(Nc1ccc(F)cc1)N1C[C@H]2[C@@H](c3ccccc31)[C@H](CO)N2C(=O)c1ccncc1	-5[25 µM]
C[C@@H]1CN([C@H](C)CO)S(=O)(=O)c2ccc(-c3ccccc3)cc2O[C@@H]1CN(C)C(=O)CC1CC1	14[25 µM]
O=C1Nc2ccccc2N(O)N1c1ccc(S(=O)(=O)N2CCOCC2)cc1	1
CCN(C(=O)Cn1c(=O)oc2ccccc21)c1c(N)n(Cc2ccccc2)c(=O)[nH]c1=O	10
O=[N+]([O-])c1ncccc1Oc1nc(-c2cccnc2)nc2ccccc12	16
CN(C)C(=O)c1ccc(-c2ccc3c(c2)[C@@H]2[C@@H](CCN2C(=O)C2CCC2)[C@@H](CO)N3C)cc1	-6
